Assay outcomes: PubChem, Johns Hopkins Ion Channel Center
KCNQ2 inh = KCNQ2 channel blockers in CHO-K1 cells – cell-based, FluxOR thallium flux, B-score, primary screen (AID 2156) | B-score at 10 µM | O88943 | 20 min; hits give low values | hit rate 1.1% among 310,000;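 active means fluorescence ratio B-score at most minus 3 library SDs, with starting brightness B-score within 2 library SDs, cut at about -5.5 in these data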
Target sequence (O88943 whole entry, looked up): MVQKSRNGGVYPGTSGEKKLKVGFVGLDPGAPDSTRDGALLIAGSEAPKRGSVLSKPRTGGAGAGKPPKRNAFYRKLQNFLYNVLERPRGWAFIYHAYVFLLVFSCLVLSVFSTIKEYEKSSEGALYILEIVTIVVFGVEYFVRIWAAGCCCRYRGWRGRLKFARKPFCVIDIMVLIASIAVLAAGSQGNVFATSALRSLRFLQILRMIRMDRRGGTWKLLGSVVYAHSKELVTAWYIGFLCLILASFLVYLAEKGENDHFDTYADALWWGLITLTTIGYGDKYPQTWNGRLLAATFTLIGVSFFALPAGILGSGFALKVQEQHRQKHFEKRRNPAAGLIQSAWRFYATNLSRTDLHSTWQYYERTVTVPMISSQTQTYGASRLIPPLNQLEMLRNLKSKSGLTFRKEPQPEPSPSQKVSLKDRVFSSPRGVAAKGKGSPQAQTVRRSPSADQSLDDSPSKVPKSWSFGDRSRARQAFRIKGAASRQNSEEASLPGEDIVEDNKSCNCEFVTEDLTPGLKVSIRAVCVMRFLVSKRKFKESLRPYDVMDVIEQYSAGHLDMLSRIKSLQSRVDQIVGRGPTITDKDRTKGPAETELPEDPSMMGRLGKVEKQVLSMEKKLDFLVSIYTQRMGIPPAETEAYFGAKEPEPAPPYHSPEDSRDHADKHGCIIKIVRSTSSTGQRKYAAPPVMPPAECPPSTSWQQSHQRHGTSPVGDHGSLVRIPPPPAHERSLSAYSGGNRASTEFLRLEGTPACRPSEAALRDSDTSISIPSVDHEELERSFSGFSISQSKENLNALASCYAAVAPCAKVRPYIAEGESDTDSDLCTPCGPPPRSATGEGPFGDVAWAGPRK
CHT block = inhibits the human high affinity choline transporter | Q9GZV3 | CHT-expressing cells, membrane potential dye, choline response; hits give low values | B-score at 10 µM | hit rate 0.86% among 310,000;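 active means B-score over 3 SD under the library average, and starting fluorescence ratio not unusually high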;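 further: choline stimulus applied at its EC90 after an EC20 pre-addition; B-score computed on integrated fluorescence ratio after choline addition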
Active calls of the source: *; i = inactive; x = not tested or not shown.

SMILES	KCNQ2 inh	CHT block
CSc1ccc(CCNS(=O)(=O)c2csc(C(N)=O)c2)cc1	i	i
O=C(NCC1CCCCC1)c1ccco1	i	i
O=C(c1ccccc1)N(Cc1cccc(Br)c1)C1CCS(=O)(=O)C1 (configuration not stated)	i	i
CCCNC(=O)c1cccc(COCC(F)(F)C(F)F)c1	i	i
CC(C)(C)C(=O)Nc1nnc(SCC(=O)Nc2ccc3c(c2)OCO3)s1	i	i
CCOC(=O)N1CCN(C(=O)CN(C2CCCCC2)S(C)(=O)=O)CC1	i	i
Fc1ccc(/C=N/Nc2nc3ccccc3[nH]2)cc1F	i	i
Cc1ccc(-n2nc3c(=O)n(CCCC(=O)N4CCC(C(N)=O)CC4)nc(C)c3c2C)cc1	i	i
C=CCN(CC=C)C(=O)C(=O)c1cc(C)n(-c2ccc([N+](=O)[O-])cc2)c1C	i	i
O=C(Nc1ccccc1C(=O)NCCN1CCOCC1)c1ccc(Cl)cc1Cl	i	i
O=C(CCNS(=O)(=O)c1ccc(Cl)cc1)NCc1ccccn1	i	i
CCOc1ccc(CCNC(=O)C2CC(=O)N(c3ccc4c(c3)OCCO4)C2)cc1OCC (configuration not stated)	i	i
CC(=O)N/C(N)=N/c1nc2cc([N+](=O)[O-])ccc2o1	i	i
COc1cc(C(=O)OCCc2c(C)nc3nc[nH]n3c2=O)cc(OC)c1OC	i	i
C=CCn1c(SCC(=O)Nc2sccc2C(N)=O)nc2ccc(Cl)cc2c1=O	i	i
O=Cc1c(C(=O)O)n(CC(=O)O)c2ccccc12	i	i
CCC(C)[C@H](NC(=O)[C@@H]1Cc2ccccc2CN1C(=O)OC(C)(C)C)C(=O)NCC1CCC(C(=O)O)CC1 (some centres not stated)	i	i
CN1CCN(c2ccc(-c3cccc(NC(=O)COc4ccc(Cl)cc4)c3)nn2)CC1	i	i
CN(c1cccc(NS(=O)(=O)c2cccc([N+](=O)[O-])c2)c1)S(C)(=O)=O	i	i
CC(=O)c1ccc(OCC(O)CN2CCN(c3ccc(F)cc3)CC2)cc1 (configuration not stated)	i	i

Single records, as listed above. Order of values: KCNQ2 inh | CHT block
`O=C(c1ccccc1)N(Cc1cccc(Br)c1)C1CCS(=O)(=O)C1` (configuration not stated) reads i | i
`Cc1ccc(-n2nc3c(=O)n(CCCC(=O)N4CCC(C(N)=O)CC4)nc(C)c3c2C)cc1` reads i | i

Further entries
SMILES	KCNQ2 inh	CHT block
c1ccc2[nH]cnc2c1	i	i
O=C(Cc1ccc(Cl)cc1)Nc1ncccn1	i	i
Cc1cc(C(=O)N2CCN(c3ccc([N+](=O)[O-])cc3)CC2)co1	i	i
COc1cccc(-c2nc(-c3cccs3)no2)c1	i	i
CC(=O)c1ccc(N2CCN(C(=S)Nc3cccc(Cl)c3)CC2)cc1	i	i
CC(C)OCCCNc1ccc(N2C(=O)CCCC2=O)cc1[N+](=O)[O-]	i	i
COc1ccc(CCNc2cc(C)[nH]c(=O)c2)cc1OC	i	i
COc1ccc(N2CCN(C(=O)C3CCCN(S(=O)(=O)c4ccc5c(c4)oc(=O)n5C)C3)CC2)cc1 (configuration not stated)	i	i
Cc1ccc(N(CN2CCCC2=O)C(=O)c2ccc(OC(C)C)cc2)cc1	i	i
Cc1cc(C)c2c(-n3cccc3)c(C(=O)NNS(=O)(=O)c3ccc(Br)cc3)sc2n1	i	i
COc1ccc(C=C(C#N)C#N)c(CSc2ccccn2)c1	i	i
Cc1c(C(=O)OCC(=O)NCc2ccc3c(c2)OCO3)cccc1[N+](=O)[O-]	i	i
COc1ccc(OC)c(NC(=O)[C@@]2(CC(=O)O)CC(/C=C/c3ccccc3)=NO2)c1	i	i
O=C(COc1ccc(S(=O)(=O)NC2CCCCC2)cc1)N1CCN(c2cccc(Cl)c2)CC1	i	i
COc1ccc(C(=O)Oc2cc(N)n(S(=O)(=O)c3ccccc3)n2)cc1	i	i
O=C(Nc1cccs1)OCCN1CCN(Cc2ccccc2)CCC1=O	i	i
COCCn1c(SCc2c(F)cccc2Cl)nc2c1c(=O)[nH]c(=O)n2C	i	i
COc1cccc(-n2c(=S)sc3c(=O)n(-c4ccccc4C)c(SCC(=O)O)nc32)c1	i	i
CC(=O)c1cc2c(cc1N)OCO2	i	i
COc1ccc(CN(C(=O)c2oc3cc(C)c(C)cc3c2C)C2CCS(=O)(=O)C2)cc1OC (configuration not stated)	i	i
COC(=O)C1=C(C)N(CCCC(=O)O)C(=O)NC1c1ccccc1Cl (configuration not stated)	i	i
O=C(CC1CCCCC1)NCc1ccccc1Cl	i	i
O=C(CN1CCN(c2ccccn2)CC1)Nc1ccc(OC(F)(F)F)cc1	i	i
O=c1cc(NCc2ccccc2)nc2ccccn12	i	i
CN(C)C(CNC(=O)CCc1nc2ccccc2s1)c1ccccc1 (configuration not stated)	i	i
Cc1cc(C)n(CC(O)COc2ccccc2Br)n1 (configuration not stated)	i	i
O=c1nc(-c2ccccc2)c2ccccc2[nH]1	i	i
COc1ccc(CNC(=O)CCN2C(=O)c3ccncc3C2=O)cc1OC	i	i
COc1ccc(OC)c(NC(=O)CCN2CCN(CCO)CC2)c1	i	i
O=C(CCc1nc(-c2ccccc2)c(-c2ccccc2)o1)OCc1ccc(Cl)cc1	i	i
CCOc1ccc(-n2ccnc(SCC(=O)NCCc3ccccc3)c2=O)cc1	i	i
CC(=O)Nc1ccc(Oc2cc(C#N)c(C#N)cc2N2CCOCC2)cc1	i	i
CCc1nnc(NC(=O)CN2CCN(Cc3ccccc3Cl)CC2)s1	i	i
O=C(O)c1c(-c2ccccc2)c2oc3ccccc3c2[nH]c1=O	i	i
COc1ccc(CCNC(=O)C(=O)NCCCN2CCOCC2)cc1	i	i
CO/N=C(/C)CCS(=O)(=O)c1ccccc1	i	i
Cc1c(OCC(=O)NCc2ccncc2)ccc2c3c(c(=O)oc12)CCCC3	i	i
COc1cc(OC)cc(C(=O)N/N=C\c2ccoc2)c1	i	i
O=C(COc1ccc(S(=O)(=O)N2CCOCC2)cc1)Nc1ccc2c(c1)OCCO2	i	i
CC(C)Cc1nc2oc3c(NCCCN4CCOCC4)ncnc3c2c2c1CCC2	i	i
COc1ccccc1CNC(=O)C1=CCN(S(=O)(=O)c2ccc(C)cc2)CC1	i	i
O=C1c2ccccc2S(=O)(=O)c2cc(C(=O)N3CCN(c4ccccc4)CC3)ccc21	i	i
O=C(NC1CCN(C(=S)NCc2ccco2)CC1)C12CC3CC(CC(C3)C1)C2	i	i
N#CCn1c(Cc2ccccc2)nc2ccccc2c1=O	i	i
O=C(COc1ccc(Br)cc1)N1CCCCCC1	i	i
CC(=O)NNc1ncnc2c1cnn2-c1ccc(C)c(Cl)c1	i	i
COc1ccc(OC)c(C2CC(=O)Nc3n[nH]c(-c4ccccc4)c32)c1 (configuration not stated)	i	i
O=C(c1cnsn1)N1CCN(c2ccccn2)CC1	i	i
CCCCCC1CC(CC#CCN2CCOCC2)C(=O)O1 (configuration not stated)	i	i
CCc1ccc(CN2C(=O)c3ccccc3C2C(=O)NCC2CCCO2)cc1 (configuration not stated)	i	i
Cc1ccc(-n2c(=O)c3ccccc3n(CC(=O)C(C)(C)C)c2=O)cc1	i	i
Cc1nn(CC2CCCCC2)c(N)c1-c1ccccc1	i	i
Cc1ccccc1CNC(=O)C1CCC(=O)N(CC2CCCCC2)C1 (configuration not stated)	i	i
O=C(CN1CCN(c2ccc(O)cc2)CC1)NC(=O)NCc1ccco1	i	i
Cn1c(CNC(=O)OC(C)(C)C)nnc1SCC(=O)N1CCOCC1	i	i
O=C(NNC(=O)[C@@H]1CCCC[C@@H]1C(=O)O)Nc1ccccc1	i	i
O=C(O)c1cc(O)ccc1NC(=O)C(c1ccccc1)c1ccccc1	i	i
CCn1c(CNc2ccccc2Cl)nnc1SCCN1CCCCC1	i	i
COc1ccc(N2CCN(S(=O)(=O)CCNC(=O)COc3ccccc3OC)CC2)cc1	i	i
O=C(CSc1nnc(-c2ccc(Br)cc2)o1)Nc1cccc2ccccc12	i	i
Next section:
SMILES	KCNQ2 inh	CHT block
Cc1nc(=O)c(-c2ccccc2)c(C)n1CCCO	i	i
COc1cccc(NC(=O)C(=O)NCc2ccncc2)c1	i	i
Cc1cc(C)c(O)c(-c2cc(C(=O)Nc3cccnc3)[nH]n2)c1	i	i
N#Cc1cccnc1Nc1ccc(Cl)cc1	i	i
COc1ccc(NC(=O)CSc2nnc(Cc3cccn3C)n2-c2ccc(F)cc2)cc1	i	i
Cc1ccc(N(CC(=O)NC2CCCC2)C(=O)CCCC(=O)Nc2ccccn2)cc1C	i	i
COC(=O)C1=C(C)N(CCc2ccc(OC)c(OC)c2)C(=O)C1	i	i
O=C1CCC(C(=O)N2CCCO2)CN1Cc1cccc(C(F)(F)F)c1 (configuration not stated)	i	x
Cc1ccc(NC(=O)c2ccc(NCCCN3CCC(C)CC3)c([N+](=O)[O-])c2)cc1F	i	i
CCc1cccc(CC)c1-n1c(SCC(=O)c2c(N)n(C)c(=O)n(C)c2=O)nnc1-c1cccnc1	i	i
O=C(C1=C[C@H](c2ccc(Br)cc2)C[C@H](OCCCCO)O1)N1CCN(Cc2ccc3c(c2)OCO3)CC1	i	i
Cc1cccc2cc(C(c3nnnn3Cc3ccccc3)N3CCN(C)CC3)c(=O)[nH]c12 (configuration not stated)	i	i
O=S(=O)(Nc1nc2ccccc2nc1N1CCN(c2ccccc2)CC1)c1ccc(F)cc1	i	i
CCN(C(=O)COC(=O)CCc1ccccc1OC)c1c(N)n(Cc2ccccc2)c(=O)[nH]c1=O	i	i
Cc1ccc(CNC(=O)CCSCc2ccc(C)cc2)cc1	i	i
O=C(Oc1ccccc1C(=S)N1CCCCC1)c1cc([N+](=O)[O-])cc([N+](=O)[O-])c1	i	i
CSC1=C(C#N)C(c2ccc(C)cc2)C2=C(CCCC2=O)N1 (configuration not stated)	i	i
O=C(NCC(c1ccco1)N1CCN(c2ccccc2F)CC1)c1cccs1 (configuration not stated)	i	i
CS(=O)(=O)c1ccc2nc(NC(=O)CCS(=O)(=O)c3ccccc3)sc2c1	i	i
CC1=NOC(=O)/C1=C\c1ccc(-c2cc(Cl)ccc2Cl)o1	i	i
CCOc1ccc(OCCSc2nc(C)cc(=O)[nH]2)cc1	i	i
Cc1nnc2ccc(-c3ccc(NC(=O)c4cccnc4Cl)cc3)nn12	i	i
CC(C)CNC(=S)NC1CC2CCC(C1)N2Cc1ccccc1 (configuration not stated)	i	i
c1ccc(C2CC(c3cccs3)=NN2c2ccccc2)cc1 (configuration not stated)	i	i
O=S(=O)(Cc1ccc(Cl)cc1)C1CCCCC1O (configuration not stated)	i	i
COc1ccc(NC(=O)CSc2nc(N)c(-c3ccccc3)c(=O)[nH]2)cc1	i	i
CCc1ccc(N(C2C=CS(=O)(=O)C2)S(=O)(=O)c2ccc(C)cc2)cc1 (configuration not stated)	i	i
CN(Cc1nc2ccc(F)cc2[nH]1)Cc1c(C(=O)N(C)C)nc2ccc(Cl)cn12	i	i
CC(C)CC(NC(N)=O)C(=O)NCc1ccc(Cl)cc1 (configuration not stated)	i	i
CCc1cccc(CC)c1-n1c(SCC(=O)N2CCc3ccccc3C2)nnc1-c1cccnc1	i	i
Cc1nc2sccn2c(=O)c1Cl	i	i
Cc1ccccc1N/C(SCc1ccc(Cl)cc1)=C(/C#N)C(=O)NCc1ccco1	-7*	i
CCCCCCSc1ccc([C@@H]2[C@H]3C(=O)N(CC)C(=O)[C@H]3[C@]3(C(=O)OC)CCCN23)cc1	x	i
COc1ccc(C2C(C#N)=C(N)OC3=C2C(=O)CCC3)c(OC)c1OC (configuration not stated)	i	i
CCCN(CCC)CCCNC(=O)C1CCC(CNS(=O)(=O)c2cccc3nsnc23)CC1 (configuration not stated)	i	i
O=C(/C=C/c1ccc(F)cc1)NC(=S)Nc1ccccc1O	i	i
CCCC[C@@H]1C[C@H]1[C@@H](NC(=O)c1cccs1)c1ccc(Cl)cc1	-8*	i
CC(C)c1ccc(/C=C(\NC(=O)c2ccccc2)C(=O)NCCCn2ccnc2)cc1	i	-8.2*
Cc1ccc(S(=O)(=O)N2CCC(=O)CC2)cc1	i	i
COc1ccccc1S(=O)(=O)Cc1ccc(C(=O)N2CCN(c3ccccn3)CC2)o1	x	i
CCc1cc(=O)oc2c3c(cc(OCC(=O)N[C@H](C(=O)O)[C@H](C)CC)c12)OC(C)(C)CC3	i	i
CN(Cc1cccs1)C(=O)Cc1c[nH]c2ccccc12	i	i
CCc1nnc(NC(=O)CSc2nnc(-c3ccc(OC)cc3)n2C)s1	i	i
COCCNC(=S)N(CCc1c(C)[nH]c2ccccc12)Cc1cccnc1	i	i
Cc1nc(-c2ccc(Cl)cc2)sc1C1(C)CC(c2ccccc2F)=NO1 (configuration not stated)	i	i
Cc1cc(C)c(S(=O)(=O)N2CC=C(c3ccccc3)CC2)c(C)c1	i	i
O=C(NNC(=O)c1cccc(O)c1)Nc1ccc([N+](=O)[O-])cc1	i	i

Entries above that contain fluorine (13):
SMILES	KCNQ2 inh	CHT block
CCCNC(=O)c1cccc(COCC(F)(F)C(F)F)c1	i	i
Fc1ccc(/C=N/Nc2nc3ccccc3[nH]2)cc1F	i	i
CC(=O)c1ccc(OCC(O)CN2CCN(c3ccc(F)cc3)CC2)cc1 (configuration not stated)	i	i
COCCn1c(SCc2c(F)cccc2Cl)nc2c1c(=O)[nH]c(=O)n2C	i	i
O=C(CN1CCN(c2ccccn2)CC1)Nc1ccc(OC(F)(F)F)cc1	i	i
COc1ccc(NC(=O)CSc2nnc(Cc3cccn3C)n2-c2ccc(F)cc2)cc1	i	i
O=C1CCC(C(=O)N2CCCO2)CN1Cc1cccc(C(F)(F)F)c1 (configuration not stated)	i	x
Cc1ccc(NC(=O)c2ccc(NCCCN3CCC(C)CC3)c([N+](=O)[O-])c2)cc1F	i	i
O=S(=O)(Nc1nc2ccccc2nc1N1CCN(c2ccccc2)CC1)c1ccc(F)cc1	i	i
O=C(NCC(c1ccco1)N1CCN(c2ccccc2F)CC1)c1cccs1 (configuration not stated)	i	i
CN(Cc1nc2ccc(F)cc2[nH]1)Cc1c(C(=O)N(C)C)nc2ccc(Cl)cn12	i	i
O=C(/C=C/c1ccc(F)cc1)NC(=S)Nc1ccccc1O	i	i
Cc1nc(-c2ccc(Cl)cc2)sc1C1(C)CC(c2ccccc2F)=NO1 (configuration not stated)	i	i
